Screening data from PubChem BioAssay.
CHO-K1 Ca antag: nonselective inhibitor or artifact in parental CHO-K1 cells | ATP-induced calcium, Fluo-8 fluorescence | inhibition, % at 3 µM | 0.6% of 360,000 active | AID 602250;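 active = inhibition above a per-plate cutoff, the plate's mean sample inhibition plus 3 SD, cut at about 24% in these data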;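 note: 0% = DMSO plus EC80 ATP and 100% = DMSO alone without ATP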
V1aR counter: agonists of human V1a receptor, primary screen, counter-screen for OXTR agonist project, fluorescence, CHO-V1R cells | Vasopressin V1a receptor (Homo sapiens), P37288 | activation, % at 3 µM | Fluo-8 calcium fluorescence, agonist mode; 0% DMSO, 100% 3 nM vasopressin | 0.25% of 320,000 active | AID 2797, 2010;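 active = activation above the mean activation of all tested compounds plus 3 SD, per screening run, cut at about 20% in these data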;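 note: signal is peak over basal fluorescence ratio across a 100 second FLIPR read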
Target sequence (P37288 whole entry, looked up): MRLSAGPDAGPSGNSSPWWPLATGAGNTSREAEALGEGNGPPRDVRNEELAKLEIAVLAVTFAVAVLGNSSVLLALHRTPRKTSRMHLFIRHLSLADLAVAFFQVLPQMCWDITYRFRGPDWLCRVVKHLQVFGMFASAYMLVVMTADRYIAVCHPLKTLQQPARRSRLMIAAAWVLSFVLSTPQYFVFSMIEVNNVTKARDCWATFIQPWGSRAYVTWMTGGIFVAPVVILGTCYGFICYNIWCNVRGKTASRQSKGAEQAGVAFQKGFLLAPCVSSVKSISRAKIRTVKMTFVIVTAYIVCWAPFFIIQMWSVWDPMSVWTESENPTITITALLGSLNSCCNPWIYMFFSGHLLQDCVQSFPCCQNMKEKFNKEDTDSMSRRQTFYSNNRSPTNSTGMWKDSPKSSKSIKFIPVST
CHO-K1 Ca ag: counter-screen for M1 agonists: effect in parental CHO-K1 cells | AID 602248, 2012 | activation, % at 3 µM | 0.48% of 360,000 active | Fluo-8 calcium fluorescence; scaled to maximal ATP response, vehicle zero; in the data active = activation above about 15%;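 note: untransfected CHO-K1 host cells lacking M1 receptor as counterscreen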
GPR7 antag: GPR7 receptor antagonists, primary screen, cell-based, fluorescence, single concentration. Neuropeptides B/W receptor type 1 (Homo sapiens), P48145. 1.1% of 290,000 active. GPR7-expressing cells, fluorescence antagonist assay. inhibition, % at 4.4 µM. AID 1861, 2009; in the data active = inhibition above about 16%, passing the limit was not always enough;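 note: cells stimulated with the agonist NPW; 0% = agonist with vehicle and 100% = vehicle without agonist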
Target sequence (P48145 whole entry, looked up): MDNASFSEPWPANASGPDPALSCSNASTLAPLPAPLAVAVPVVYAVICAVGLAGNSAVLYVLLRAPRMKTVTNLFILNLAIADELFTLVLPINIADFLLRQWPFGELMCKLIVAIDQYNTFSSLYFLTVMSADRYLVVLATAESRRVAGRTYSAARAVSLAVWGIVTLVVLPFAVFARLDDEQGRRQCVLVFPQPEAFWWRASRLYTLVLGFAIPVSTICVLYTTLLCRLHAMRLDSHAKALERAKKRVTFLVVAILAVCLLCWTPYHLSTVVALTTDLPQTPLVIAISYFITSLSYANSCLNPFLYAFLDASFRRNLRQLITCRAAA
OXTR agonist: human OXTR agonists, primary screen, fluorescence, CHO-OTR cells, Fluo-8 calcium. Oxytocin receptor (Homo sapiens), P30559. activation, % at 3 µM. Fluo-8 calcium fluorescence; normalized: DMSO 0%, oxytocin 100%. 0.32% of 320,000 active. AID 2435, 2010;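 active = activation above the mean of all tested compounds plus 3 SD, cutoff set per screening run, cut at about 20% in these data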;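 note: peak over basal fluorescence ratio from a 100 s FLIPR kinetic read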
M1 PAM parental: nonselective calcium activators in parental CHO-K1 cells, primary screen, counter-screen for M1 PAM project, cell-based, Fluo-8 calcium fluorescence, full deck, 1536-well. ATP EC20; 0% at ATP EC20, 100% at ATP max. activation, % at 3 µM. 0.02% of 360,000 active;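 active = activation above the run cutoff, the mean activation of all test compounds plus 3 SD, cut at about 40% in these data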;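 note: peak over basal fluorescence ratio in a 140 s read after ATP addition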
TAAR1 antagonist: human TAAR1 antagonists, primary screen, Fluo-8 calcium fluorescence, CHO RD-HGA16 cells; Trace amine-associated receptor 1 (Homo sapiens), Q96RJ0; antagonist; inhibition, % at 3 µM; 1.5% of 360,000 active; AID 624466, 2012;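 active = inhibition above a per-plate cutoff, the mean inhibition of test compounds on that plate plus 3 SD, cut at about 49% in these data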;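 note: 0% = DMSO plus EC80 beta-PEA response and 100% = DMSO alone without agonist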
Target sequence (Q96RJ0 whole entry, looked up): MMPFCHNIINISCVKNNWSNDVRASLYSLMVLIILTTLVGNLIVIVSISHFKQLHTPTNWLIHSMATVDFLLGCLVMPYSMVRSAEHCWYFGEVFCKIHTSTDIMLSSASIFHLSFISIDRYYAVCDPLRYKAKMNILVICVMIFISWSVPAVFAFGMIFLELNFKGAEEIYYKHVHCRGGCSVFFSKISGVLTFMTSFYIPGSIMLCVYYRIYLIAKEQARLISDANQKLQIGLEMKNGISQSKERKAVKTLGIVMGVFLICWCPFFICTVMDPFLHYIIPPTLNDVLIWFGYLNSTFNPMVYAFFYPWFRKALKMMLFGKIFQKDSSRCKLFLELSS
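Test system: RD-HGA16 CHO cells with stable hTAAR1 and Gα16 / Probe or stimulus: EC80 β-phenethylamine stimulus / Times: seeding 17-24 h prior, 75-min 37 °C, 30-min RT dye loading / Detection: Fluo-8 calcium-sensitive fluorescence / Read-out basis: % inhibition scaled between DMSO and EC80 PEA controls / Repeats: singlicate, one well per test compound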
CHO parental Ca: ATP-evoked calcium signal inhibitors, parental CHO, primary screen, counter-screen for OX1R antagonist project, cell-based, fluorescence, Fluo-8 calcium dye | 0.63% of 330,000 active | inhibition, % at 5.6 µM | AID 463079, 2010 | parental CHO-K1, ATP-induced calcium, Fluo-8 fluorescence;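 active = inhibition above that plate's mean sample inhibition plus 3 SD, cut at about 26% in these data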;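 note: 0% = ATP-challenged DMSO wells and 100% = DMSO wells without ATP; some compounds past the cut are filed as inactive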
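Assay system – parental CHO cells · Reagent – ATP stimulus · Detection – intracellular calcium via Fluo-8 no-wash fluorescent dye · Evaluation – percent inhibition of ATP-evoked calcium rise, normalized to controls · Controls – ATP wells versus no-ATP DMSO wells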
OXTR potentiator: human OXTR potentiators, primary screen, fluorescence, CHO-OTR cells, Fluo-8 calcium | Oxytocin receptor (Homo sapiens), P30559 | Fluo-8 calcium fluorescence, potentiator mode; 0% = oxytocin EC15, 100% = EC100 | activation, % at 3 µM | 0.061% of 320,000 active | AID 2445, 2010;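 active = activation above that plate's cutoff, the mean activation of tested compounds plus 3 SD, cut at about 6.6% in these data, passing the limit was not always enough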;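 note: 100% uses oxytocin at 75 nM as the full agonist control; some results filed as inactive read as strong as hits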
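System: human OTR in CHO cells / Also added: sub-maximal oxytocin, roughly EC15 / Control set: EC15 oxytocin low, 75 nM oxytocin high / Schedule: 6 min compound pre-incubation at room temperature, 100 s kinetic read / Compound: single-point 3.0 µM / Replication: singlicate / Technique: Fluo-8 calcium dye fluorescence / Read-out basis: % activation of max/min ratio relative to oxytocin controls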
Starred values were filed as active, the others as inactive; · = no result given. Hits appear at their usual frequency. Share with any hit: about 3.5%.

SMILES	CHO-K1 Ca antag	V1aR counter	CHO-K1 Ca ag	GPR7 antag	OXTR agonist	M1 PAM parental	TAAR1 antagonist	CHO parental Ca	OXTR potentiator
Cc1nn(-c2ccccc2)c(N2CCCC2)c1/C=N/O	-7	-1.2	0.2	-6	-0.2	22	·	-7	1
CCCCn1c(N)c(N(CCC(C)C)C(=O)c2cccc(S(=O)(=O)N3CCN(C)CC3)c2)c(=O)[nH]c1=O	-4	-0.5	1.2	·	-1.5	17	-6	-10	-4
Cc1cc(C(=O)COC(=O)CN(C)S(=O)(=O)c2ccc(Cl)cc2)c(C)n1Cc1cccs1	-4	1.1	-0.1	2	-0.2	10	7	2	-16
COc1cccc(NC(=O)Nc2nnc([C@@H]3C[C@H](O)[C@@H](CO)O3)s2)c1	-3	·	0.6	·	·	9	-23	·	·
O=C(NCC(O)c1ccccc1)c1ccc(Cl)c(S(=O)(=O)N2CCCC2)c1 (stereo not drawn)	5	3.6	9.1	·	5.5	-5	·	-22	-9
COc1cccc(CN2CCNC(=O)C2CC(=O)N(C)CC2CCOCC2)c1 (stereo not drawn)	-4	1.3	0.1	-17	0.2	-24	14	-6	-5
O=C(CN(C(=O)CNC(=O)c1cccs1)c1ccc(F)cc1)NC1CCCC1	-18	0.1	2.3	-6	1.6	29	1	-18	9
Cc1ccc(C(=O)Nc2cccc([N+](=O)[O-])c2)cc1S(=O)(=O)Nc1ccc(NC(=O)c2ccccc2)cc1	2	1.1	0.3	3	0.9	12	3	-3	0
COc1ccc(-n2c(SCC(=O)Nc3ccc(C(N)=O)cc3)nc3c([nH]c4ccccc43)c2=O)cc1OC	1	-0.3	0.2	11	0.3	-18	-24	-5	-9
CCOC(=O)COc1ccc(S(=O)(=O)Nc2ccc3c(c2)OCO3)cc1	-17	8.0	11	17	9.7	15	2	-1	-13
Cc1ccc(CNC(=O)c2ccc(Br)o2)cc1	0	-0.9	1.1	4	-1.1	16	-16	-10	-2
Cc1cc(C)n2nc(/C(C#N)=C/c3ccccn3)c(C#N)c2n1	-3	1.1	0.5	-6	-0.5	11	4	43*	-4
Fc1ccc(NCc2nnc(SCc3nnc(-c4ccccc4)o3)n2CC2CCCO2)cc1 (stereo not drawn)	3	1.5	0.2	1	1.4	-2	-11	-25	-3
CCC(=O)c1ccc(OCc2ccc(C(=O)c3ccccc3)cc2)cc1	11	4.8	12	1	7.2	-9	45	65*	-12
C[C@H]1COC(=O)CCC/C=C\C[C@H](CC(=O)N(CCO)Cc2ccccc2)C(=O)N1	-21	0.6	1.1	·	1.1	15	3	-8	6
CC(=O)/C(=C/c1ccccc1)C(=O)Nc1ccccc1C	15	1.2	0.8	-7	-0.3	-4	0	-12	-6
O=C(Cn1cnc2c(cnn2-c2ccc(F)cc2)c1=O)N1CCCc2ccccc21	13	5.6	1.7	-7	5.2	-8	-4	-14	-6
COc1ccc(C(=O)Nc2ccc(NC(=O)c3cc(OC)c(OC)c(OC)c3)cn2)cc1	2	2.9	5.6	-9	2.1	4	33	-2	-4
CC12CCC(C(=O)NCCCn3ccnc3)(OC1=O)C2(C)C (stereo not drawn)	-11	0.6	0.4	-4	0.7	16	-12	-1	-7
O=C(CCCc1nc2ccccc2s1)Nc1nccs1	-9	2.3	1.2	5	0.7	-4	-9	-26	-17
Cc1nc(CNC(=O)c2cc(COc3c(F)cccc3F)on2)cs1	4	0.0	0.6	-8	-0.6	-16	-2	-18	-17
CC1CCCCC1NC(=O)c1ccc(CNc2c(N3CCCC3)c(=O)c2=O)cc1 (stereo not drawn)	0	1.8	-0.1	-5	0.9	4	3	6	-4
CC1Oc2ccccc2C=C1/C=N\NC(=O)c1cccnc1 (stereo not drawn)	-7	0.5	1.1	-8	-0.7	13	-10	-21	-5
CCOCC(=O)Nc1ccc([N+](=O)[O-])cc1Cl	-4	0.1	-0.2	-15	-0.8	3	-17	-11	-8
COCCN1C(=O)c2ccccc2C1c1nnnn1-c1ccc2c(c1)OCCO2 (stereo not drawn)	-14	·	-0.3	·	·	-7	-12	·	·
O=C(NN1C(=O)C2CC=C(Cl)CC2C1=O)c1ccncc1 (stereo not drawn)	-12	-0.6	0.2	-10	-0.7	12	8	11	-8
CC(C)(C)OC(=O)NNC(=S)NCc1ccc(Cl)cc1	-5	2.7	0.3	-8	1.0	19	-1	-15	-4
CC1CCC2(CC1)NC(=O)N(CC(=O)Nc1ccccc1-c1ccccc1)C2=O (stereo not drawn)	3	-1.1	0.0	-4	-2.7	-13	-9	-25	-17
CCOC(=O)CCCCCC(=O)Nc1ccc2c(c1)C(=O)N([C@H](C)CO)C[C@H](C)[C@@H](CN(C)C(=O)Nc1ccccc1)OCCCC[C@@H](C)O2	-8	·	-0.1	·	·	19	5	·	·
Cc1ccc(F)cc1-c1nc(NCC2CC2)nc2ccsc12	-24	·	0.1	·	·	32	30	·	·
COc1ccc(-n2c(SCC(=O)N/N=C/c3ccccc3OCC(=O)O)nc3ccccc3c2=O)cc1	-13	2.0	0.3	-3	0.3	20	-2	-13	5
Cc1cc(S(=O)(=O)N2CCN(c3ccccc3C)CC2)ccc1F	-16	-0.2	2.7	-15	-1.6	22	28	-18	-20
COc1ccc([C@@H]2[C@@H]3C(=O)N(C(C)(C)C)C(=O)[C@@H]3[C@]3(Cc4ccccc4)C(=O)N(c4ccc(C)cc4)C(=O)N23)cc1	22	0.3	-1.1	·	0.8	-16	-4	-20	0
Cc1nn(CC(=O)N(C)Cc2ccc(F)cc2)c(C)c1[N+](=O)[O-]	-2	-0.1	-0.3	1	-2.2	19	-12	-6	-7
Cc1ccc(F)cc1C(=O)N1CCCCC1c1cc(C(=O)NC(C)C)no1 (stereo not drawn)	-8	·	0.6	·	·	-1	-2	·	·
O=C1NC(=O)C2(CCCCCCCCCCC2)N1	-3	-0.7	-0.2	-9	-2.0	-8	-5	-10	-10
COc1ccc(S(=O)(=O)N2CCOC2CNC(=O)C(=O)NCCCN2CCOCC2)cc1 (stereo not drawn)	0	0.0	1.0	-12	-0.5	9	-18	-4	-5
S=c1nc(-c2ccccc2Br)[nH][nH]1	10	0.2	-0.3	-11	-0.3	-7	2	5	-9
COc1ccc(NC(=O)N2CCCC2C(=O)Nc2cccc(C)c2C)cc1 (stereo not drawn)	-9	-1.0	0.8	-7	0.0	19	-24	-4	1
Cc1ccc(OCC(=O)N/N=C\c2ccc(O)c([N+](=O)[O-])c2)c([N+](=O)[O-])c1	-7	2.4	3.2	-2	0.9	15	9	-1	-14
O=C(O)C(Cc1ccccc1-c1ccccc1)C(=O)O	-1	0.3	0.3	1	-0.9	-12	1	-3	-9
COc1ccc(CCNC(=O)c2cc(-c3ccc(C)cc3O)n[nH]2)cc1OC	-7	5.0	5.2	5	-0.5	16	14	-23	-11
C=CCn1c(C)cc(-c2csc(NC)n2)c1C	-15	·	1.3	-13	·	25	-13	·	·
CC(C)CNC(=O)c1cccc(NC(=O)C(C)C)c1	-10	0.6	1.2	-1	0.5	29	-8	-12	3
COc1ccc(CNC(=O)CNS(=O)(=O)c2ccc(Cl)cc2)cc1	-7	2.9	0.7	-10	1.1	22	-4	-11	2
CCOc1ccc(NC(=O)C2CC(=O)N(CC)C(=Nc3ccc4c(c3)OCO4)S2)cc1 (stereo not drawn)	-3	0.6	2.8	-9	0.9	10	48	-19	-11
CC(C)(C)c1n[nH]c(=S)n(/N=C/c2cccs2)c1=O	-10	-0.3	0.3	-14	-2.0	21	1	-7	-9
Cc1ccc(S(=O)(=O)N2CCN(C)CC2)cc1C(=O)NC1CCCCC1	3	-0.6	0.1	-11	-1.3	5	-19	-5	-4
CCCCCCOC(=O)/C=C/c1c(C)[nH]c(=O)[nH]c1=O	8	0.8	0.1	-4	-0.3	-3	-15	-3	-5
CCN(CC)S(=O)(=O)c1ccc(C(O)=C(C#N)c2nc3ccccc3n2C)cc1	-16	·	0.6	·	·	10	66*	·	·
O=S1(=O)CCN(CCCc2ccccc2)CC1	2	·	0.1	·	·	-9	-2	·	·
COc1ccc(-c2ncn(CCC#N)c2[N+](=O)[O-])cc1	-11	0.1	0.6	1	0.2	15	10	-9	2
Cc1ccc(CNCCCSc2nc(C)cc(C)n2)cc1	-7	0.5	1.1	-16	2.8	0	-27	-12	-11
CC(C)(C)NCC(O)COCc1ccc(Cl)cc1 (stereo not drawn)	-9	0.8	0.1	-3	1.6	2	-9	-6	-10
CCCCCCN1C[C@H](O)[C@@H](n2cc(C3CC3)nn2)C[C@@H]1c1ccc(OC)cc1	-20	·	0.9	·	·	20	-12	·	·
O=C(CSc1nnc(Cn2nnc(-c3ccccc3)n2)n1-c1ccccc1)Nc1ccc(F)cc1	-1	1.2	0.5	-16	1.2	10	24	-19	-3
OC[C@@H]1CN(Cc2ccc(Cl)cc2)C[C@H](n2cnc3c(NC4CCC4)ncnc32)O1	-9	·	1.9	·	·	10	-15	·	·
CNS(=O)(=O)c1ccc(CCC(=O)N2CCOCC2)cc1	16	0.3	2.1	-15	0.9	1	2	-1	10
CCCCc1nc2ccccc2c(=O)n1NC(=O)c1c(O)c2ccccc2n(C)c1=O	3	1.4	0.2	-18	0.3	19	-9	-2	-10
COC(=O)c1sc(NC(=S)NC(=O)c2cccc(C)c2)nc1C	-8	-0.5	3.2	9	1.4	15	-5	-5	0
Additional compounds:
SMILES	CHO-K1 Ca antag	V1aR counter	CHO-K1 Ca ag	GPR7 antag	OXTR agonist	M1 PAM parental	TAAR1 antagonist	CHO parental Ca	OXTR potentiator
Cc1onc(-c2ccccc2Cl)c1-c1nc(-c2ccncc2)no1	-2	1.8	0.3	-5	1.6	12	-5	-29	-5
O=C(CN1C(=O)S/C(=C/c2cccs2)C1=O)N1CCOCC1	18	-0.9	-0.5	-2	0.1	-6	6	-10	-4
COc1ccc(-c2nnc3ccc(SCc4ccccc4)nn23)cc1	-22	0.3	-0.6	-18	0.0	25	-4	-22	0
O=C(O)CNc1nc(Cl)ccc1[N+](=O)[O-]	-4	0.0	0.3	-12	0.0	17	3	-1	-4
